# PI5P4K alpha inh – qHTS for Inhibitors of phosphatidylinositol 5-phosphate 4-kinase (PI5P4K). max response, %. PI5P4Kalpha enzyme, ADP-Glo luminescence, 60 min; hits give low values. 1.2% of 330,000 active; active means max response of -50% or lower; inconclusive means between -30% and -50%; inactive means -30% or higher; further: value at the top dose of about 77 µM; on the % scale 0 is the no-effect control and ±100 the full control effect
#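 Controls without substrate or without enzyme flank wells where PI5P4Kalpha converts substrate using 5 microM ATP (final). Incubation lasts 60 minutes at room temperature; ADP formed is read by ADP-Glo luminescence.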
# WRN inhibitor – qHTS for Inhibitors of WRN Helicase | Bifunctional 3'-5' exonuclease/ATP-dependent helicase WRN (Homo sapiens), Q14191 | WRN helicase unwinding, fluorescent forked duplex, kinetic | Potency, µM (highest dose often 114 µM), for the others: top-dose activity change, negative = inhibition, most hits filed as inhibitors | 0.46% of 360,000 active; further: potency means the concentration at half of the fitted maximal effect; on the % scale 0 is the no-effect control and ±100 the full control effect; nearly all actives have a fitted effect of over 55% in size
#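 Kinetic fluorescence helicase assay: unwinding of a quenched forked DNA duplex (100 nM final) with 2 mM ATP final raises red fluorescence (525/598 nm). Compounds sat 15 min at room temperature with 20 nM WRN beforehand.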
# FUS suppressor – qHTS for Suppressors of FUS Proteinopathy: Primary screen using FUS-linked yeast assay | S. cerevisiae FUS-expressing, growth rescue, OD600, 24 h | Potency, µM (highest dose often 76.6 µM), without a hit: top-dose growth rescue (activation), hits mostly activators | 0.24% of 390,000 active;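 further: potency means the concentration at half of the fitted maximal effect; plate controls were DMSO vehicle for no effect and reference control for full effect; nearly all actives have a fitted effect of over 55% in size; some results filed as inactive show a strong effect at the top dose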
#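 Yeast FUS proteinopathy model; galactose-induced FUS (2%), starting OD 0.005. Cpds in dilution series, 24hr, 30C, 99% humidity. Abs 600 nm growth. Pos ctrl CP55940 (top 92uM final); neg ctrl DMSO.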
# EPAC1 antag – qHTS for Antagonist of cAMP-regulated guanine nucleotide exchange factor 3 (EPAC1): primary screen; Potency, µM (series often up to 115 µM), without a hit: at the top dose activity change, negative = inhibition, hits mostly inhibitors; EPAC1 GEF assay, Rap1b-BODIPY-GDP exchange fluorescence; 0.14% of 360,000 active; Rap guanine nucleotide exchange factor 3 (Homo sapiens), O95398;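 further: potency means the concentration at half of the fitted maximal effect; plate controls were vehicle for no effect and positive control for full effect; nearly all actives have a fitted effect of over 50% in size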
# EPAC1 ag – qHTS for Agonist of cAMP-regulated guanine nucleotide exchange factor 3 (EPAC1): primary screen. EPAC1 agonist qHTS, biochemical assay; response scale: 100% = response to 6.5 mM cAMP. Potency, µM (titrated, usually from 154 µM), inactives show top-dose activation, usual class: activators. Rap guanine nucleotide exchange factor 3 (Homo sapiens), O95398. 0.073% of 360,000 active; further: potency means the concentration at half of the fitted maximal effect; nearly all actives have a fitted effect of over 60% in size
#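 Compounds were pinned as a concentration titration into mixtures of EPAC1 (100 nM), BODIPY-GDP-loaded Rap1B (250 nM) and GDP (50 uM). After 5 min at room temperature, fluorescence was followed for 30 min; activity was scaled to 6.5 mM cAMP.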
# PLK1 PBD inh – qHTS for Inhibitors of PLK1-PDB (polo-like kinase 1 - polo-box domain): Primary Screen. AID 720504, 2013. 2.8% of 360,000 active. Potency, µM, without a hit: max response, negative = inhibition, actives largely listed as inhibitors. Serine/threonine-protein kinase PLK1 (Homo sapiens), P53350. Plk1 PBD binding of FITC phosphopeptide, fluorescence polarization; further: potency means the concentration at half of the fitted maximal effect; series mostly up to about 57 µM; on the % scale 0 is the no-effect control and ±100 the full control effect; nearly all actives have a fitted effect of over 65% in size
# Abeta yeast res – qHTS for compounds that reverse cellular toxicity of Amyloid beta (A-beta) peptide in yeast: Primary Screen. 0.063% of 410,000 active. yeast expressing A-beta42, growth rescue, OD600, 48 h; response scale: 0% DMSO, 100% iron-clioquinol control. AID 1347071, 2019. Potency, µM (series often up to 46.1 µM), for the others: at the highest dose growth rescue, most hits filed as activators; further: potency means the concentration at half of the fitted maximal effect; nearly all actives have a fitted effect of over 55% in size
#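 Yeast A-beta toxicity model in growth medium with pinned compounds, 48 h at 30 C; growth read as absorbance at 600 nm. Normalized to FeCl3/clioquinol equimolar mix (positive) and DMSO (negative).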
# IL-2 act – qHTS of IL-2 Activators | 0.065% of 360,000 active | IL-2 activation reporter assay, cell-based qHTS; stimulated with anti-CD3/CD4/CD28 beads; in transgenic mouse T cells | activation, % (series mostly up to about 46 µM) | AID 652025, 2013; in the data active means activation above about 50%; inconclusive means mostly about 30% to 49%; further: 0% is about no effect
#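 Screening format: compound pinned onto unstimulated transgenic mouse T cells, 60 min incubation, then anti-CD3/anti-CD4/anti-CD28 bead stimulation for 18 hours at 37 degrees C, followed by EGFP and DsRed detection.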
# Starred values were filed as active, the others as inactive; ? = inconclusive; . = no result given; [ ] = remark or other dose. Unless noted, the call rests on the fitted dose curve; in most records, active means well fitted curve in the direction sought with a large enough effect; inconclusive means small, poorly fitted or top-dose-only effect, or another doubt; inactive means no such curve, though single readings can be large; an effect the other way counts as inactive or inconclusive.
Compound,PI5P4K alpha inh,WRN inhibitor,FUS suppressor,EPAC1 antag,EPAC1 ag,PLK1 PBD inh,Abeta yeast res,IL-2 act
CCN(C1CCCCC1)S(=O)(=O)c1cc2c3c(c1)CCN3C(=O)CC2,2,-2%,3%,-11%,7%,-19%,-19%,0.4
O=C(CN1CCc2ccccc2C1)Nc1ccccc1Cl,-3,-9%,-17%,-13%,9%,-14%,-17%,0.2
COc1ccccc1CC(=O)Nc1ccc2c(c1)OC1(CCCC1)O2,0,-1%,22%,-9%,9%,-10%,-4%,-0.8
CC1(C(=O)Nc2ccc3c(c2)OCCO3)CCN1C(=O)C1(c2ccc(Cl)cc2)CCC1 (stereo unspecified),-2,-7%,?,9%,9%,-9%,-11%,-0.5
O=C(O)COc1ccc(/C=N/NC(=O)C(O)(c2ccccc2)c2ccccc2)cc1,-3,-2%,43%,12%,-8%,0%,-8%,-4.5
CCC(=O)N(CCO)Cc1cc2ccc(C)c(C)c2[nH]c1=O,-8,2%,14%,11%,3%,-13%,-4%,-0.2
CC(C)C(NC(=O)c1ccc(C(C)(C)C)cc1)C(=O)Nc1cccc(S(N)(=O)=O)c1 (stereo unspecified),2,-6%,27%,-20%,5%,-2%,5%,-1.0
CC1CCC(C(=O)NC(C(=O)NCc2cccnc2)C(C)C)CC1 (stereo unspecified),.,2%,17%,8%,-7%,1%,-3%,0.9
COc1ccc(/C=C/C(=O)N(Cc2cccs2)C2CCS(=O)(=O)C2)cc1 (stereo unspecified),-6,-13%,14%,-16%,-4%,-12%,-6%,-0.4
C=CCC(C(=O)OC)(C(=O)OC)c1ccc([N+](=O)[O-])cn1,-1,-2%,.,0%,-6%,2%,-1%,0.8
COc1cc(-n2c(=O)c3ccccc3n(CC(=O)c3ccc(F)cc3)c2=O)cc(OC)c1OC,8,-10%,-1%,-6%,2%,1%,0%,1.4
CCOc1ccccc1NC(=O)c1ccc(F)c(S(=O)(=O)N2CCC3(CC2)OCCO3)c1,.,-16%,10%,-9%,7%,-4%,13%,-0.8
CC(=O)N1CCN(C(=O)CN2C(=O)NC(C)(c3ccc4ccccc4c3)C2=O)CC1 (stereo unspecified),0,11%,.,5%,15%,-10%,-8%,-1.6
CC(=O)Nc1cc2c(cc1Cl)Cc1cc(Cl)ccc1-2,-3,12%,-4%,-12%,2%,-12%,1%,0.0
CC(C)(C)C(=O)NC1CC2CCCC(C1)N2C(=O)Nc1ccccc1 (stereo unspecified),3,-33%,19%,-13%,6%,-11%,-4%,0.6
O=C1c2ccccc2[C@@H]2Cc3csc[n+]3[C@H]12,4,0%,-8%,-24%,6%,?,0%,-0.8
CC1(CCC(=O)N2CCCC(N3CCN(c4cccc(C(F)(F)F)c4)CC3)C2)CC1 (stereo unspecified),8,0%,2%,10%,-11%,3%,6%,-2.7
CC(CC(=O)N1CCN(S(=O)(=O)c2ccc([N+](=O)[O-])cc2)CC1)c1ccccc1 (stereo unspecified),-1,-1%,13%,-18%,5%,-12%,12%,-0.4
COc1ccc(CCN2Cc3c(N)cccc3C2=O)cc1OC,5,0%,21%,-20%,7%,-2%,-12%,-3.5
COc1cc2c(cc1OC)C(Nn1cnnc1)=NC1(CCCC1)C2,4,-1%,1%,10%,9%,-4%,-7%,5.1

# Part of the list above, with values under each structure.
# Results follow in this order: PI5P4K alpha inh | WRN inhibitor | FUS suppressor | EPAC1 antag | EPAC1 ag | PLK1 PBD inh | Abeta yeast res | IL-2 act
> COc1cc(-n2c(=O)c3ccccc3n(CC(=O)c3ccc(F)cc3)c2=O)cc(OC)c1OC
  8 | -10% | -1% | -6% | 2% | 1% | 0% | 1.4
> CCOc1ccccc1NC(=O)c1ccc(F)c(S(=O)(=O)N2CCC3(CC2)OCCO3)c1
  . | -16% | 10% | -9% | 7% | -4% | 13% | -0.8
> CC(=O)N1CCN(C(=O)CN2C(=O)NC(C)(c3ccc4ccccc4c3)C2=O)CC1 (stereo unspecified)
  0 | 11% | . | 5% | 15% | -10% | -8% | -1.6
> CC(=O)Nc1cc2c(cc1Cl)Cc1cc(Cl)ccc1-2
  -3 | 12% | -4% | -12% | 2% | -12% | 1% | 0.0
> CC(C)(C)C(=O)NC1CC2CCCC(C1)N2C(=O)Nc1ccccc1 (stereo unspecified)
  3 | -33% | 19% | -13% | 6% | -11% | -4% | 0.6
> O=C1c2ccccc2[C@@H]2Cc3csc[n+]3[C@H]12
  4 | 0% | -8% | -24% | 6% | ? | 0% | -0.8
> CC1(CCC(=O)N2CCCC(N3CCN(c4cccc(C(F)(F)F)c4)CC3)C2)CC1 (stereo unspecified)
  8 | 0% | 2% | 10% | -11% | 3% | 6% | -2.7
> CC(CC(=O)N1CCN(S(=O)(=O)c2ccc([N+](=O)[O-])cc2)CC1)c1ccccc1 (stereo unspecified)
  -1 | -1% | 13% | -18% | 5% | -12% | 12% | -0.4
> COc1ccc(CCN2Cc3c(N)cccc3C2=O)cc1OC
  5 | 0% | 21% | -20% | 7% | -2% | -12% | -3.5
> COc1cc2c(cc1OC)C(Nn1cnnc1)=NC1(CCCC1)C2
  4 | -1% | 1% | 10% | 9% | -4% | -7% | 5.1

# Going on with the list.
Compound,PI5P4K alpha inh,WRN inhibitor,FUS suppressor,EPAC1 antag,EPAC1 ag,PLK1 PBD inh,Abeta yeast res,IL-2 act
COC(=O)CCc1c(C)nc(N)[nH]c1=O,-2,7%,-1%,9%,0%,-1%,16%,0.1
CC(C)(C)OC(=O)N1CCCC(C(=O)Nc2ccc(C(=O)N3CCOCC3)cc2)C1 (stereo unspecified),1,-2%,-5%,-13%,13%,-12%,-5%,-0.2
CCOC(=O)C1CCN(C(=O)/C=C/c2cc(OC)c(OC)c(OC)c2)CC1,-2,-18%,.,-8%,7%,-18%,15%,0.1
CCn1cc([N+](=O)[O-])nc1C,12,-35%,.,5%,4%,-14%,14%,0.1
COC(=O)c1ccc(/C=N/NC(=O)c2ccc3nc[nH]c3c2)cc1,0,-2%,-22%,-8%,21%,-8%,.,0.5
CCc1ccc(N2C(=O)CC(N3CCN(c4ccccn4)CC3)C2=O)cc1 (stereo unspecified),-1,-27%,-7%,16%,4%,-2%,26%,0.3
CNc1nc(N)nc(OC(C(F)(F)F)C(F)(F)F)n1,4,5%,-25%,-19%,1%,-3%,0%,1.9
Cc1ccc(S(=O)(=O)c2c(N)n(NC(=O)c3ccco3)c3nc4ccccc4nc23)cc1,.,-7%,38%,-1%,2%,-6%,21%,3.5
CS(=O)(=O)N(CC(=O)N1CCc2ccccc2C1)c1ccccc1F,-5,-2%,-18%,8%,2%,6%,14%,0.1
COc1ccc(NC(=S)N2CCN(CCN3C(=O)c4cccc5cccc(c45)C3=O)CC2)cc1,2,3%,11%,1%,10%,-2%,-3%,-0.5
COc1cccc(S(=O)(=O)Nc2cccc(C(=O)N3CCOCC3)c2)c1,-3,9%,-4%,10%,-3%,1%,0%,-0.5
Cc1cccc(-c2nnc(SCC(=O)Nc3nc4c(s3)CCCC4)n2C)c1,-1,-6%,29%,-26%,3%,-22%,17%,-0.7
O=C(CC1C(=O)NCCN1Cc1ccc(-c2ccccc2)cc1)NCCOc1cccnc1 (stereo unspecified),-7,0%,9%,-15%,-2%,-7%,3%,-4.5
COc1cc(NC(=S)Nc2cccc(Cl)c2Cl)c(OC)cc1Cl,-10,-2%,-25%,-18%,2%,-18%,15%,-0.5
Cc1ccc(CCC(=O)Nc2ccc(S(N)(=O)=O)cc2)o1,-19,-16%[57.1 µM],7%,-4%,-1%,-18%,-8%,-3.2
O=C(O)c1cccc(NC(=O)c2ccccc2NC(=O)c2ccco2)c1,3,-2%,1%,-7%,-16%,-2%,-8%,-0.6
O=C1NC[C@H](CCCCN2CCN(CCc3ccccc3)C(=O)C2=O)N(CCc2ccccc2)C1=O,1,-3%,7%,8%,0%,2%,-1%,-0.2
O=C(Cn1cnc2ccccc2c1=O)Nc1nc2ccccc2s1,9,-14%,0%,8%,10%,-5%,16%,-2.4
CCCNC(=O)Nc1ccc2c(c1)OC[C@H](C)N(C(=O)C1CCCCC1)C[C@@H](C)[C@H](OC)CN(C)C2=O,-3,3%,11%,-8%,4%,-5%,-10%,0.1
Cc1nc2ccccc2n1Cc1ccc(Cl)cc1,6,-1%,-27%,0%,-19%,-12%,-10%,0.1
CCCCNC(=O)CS(=O)Cc1nc(-c2cccc(Cl)c2)oc1C (stereo unspecified),7,-4%,3%,7%,3%,-25%,2%,-2.9
COc1ccccc1-c1cccc2nccn12,-8,3%,-23%,24%,-5%,-2%,-20%,1.3
CCn1c(C)nc2cc(C(=O)NNC(=S)NC(=O)c3ccccc3)ccc21,1,-4%,4%,-1%,-1%,?,-12%,-0.2
O=C(O)c1ccc(-c2ccccc2)[nH]c1=O,?,0%,1%,9%,3%,24µM*,12%,-2.6
O=C(NCc1ccncc1)C12CC3CC(CC(C3)C1)C2,0,-8%,-13%,-3%,5%,-3%,18%,0.2
CC1(C(=O)NCc2cccs2)CCN1C(=O)Cc1cccc2ccccc12 (stereo unspecified),4,-2%,4%,-7%,1%,-13%,-22%,0.2
CCSc1nnc(Nc2ccc(C)cc2)s1,.,-11%,-18%,-9%,9%,3%,4%,-1.4
Cc1nnn(C23CC4CC(CC(CC(=O)Nc5ccc(C)c(Cl)c5)(C4)C2)C3)n1,13,-10%,.,0%,2%,2%,-1%,-4.7
Cc1ccnc(NS(=O)(=O)c2ccc(NC(=O)CN3C(=O)c4ccccc4S3(=O)=O)cc2)n1,0,-11%,11%,-5%,-8%,-11%,-2%,0.8
CCOC(=O)C1CNc2cc(S(=O)(=O)CC)ccc2O1 (stereo unspecified),9,1%,-3%,-2%,-1%,-3%,-16%,1.3

# From PubChem BioAssay
